14-3-3 PPI: modulators of 14-3-3 gamma protein binding, primary screen, biochemical, fluorescence polarization | 14-3-3 protein gamma (Homo sapiens), P61981 | FP, 14-3-3gamma / TMR-pS259-Raf peptide binding | inhibition, % at 40 µM | 160,000 compounds, 0.19% hits; in the data active = inhibition above about 30%;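 also: 0% = protein plus tracer without compound and 100% = blank with tracer alone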
Target sequence (P61981 whole entry, looked up): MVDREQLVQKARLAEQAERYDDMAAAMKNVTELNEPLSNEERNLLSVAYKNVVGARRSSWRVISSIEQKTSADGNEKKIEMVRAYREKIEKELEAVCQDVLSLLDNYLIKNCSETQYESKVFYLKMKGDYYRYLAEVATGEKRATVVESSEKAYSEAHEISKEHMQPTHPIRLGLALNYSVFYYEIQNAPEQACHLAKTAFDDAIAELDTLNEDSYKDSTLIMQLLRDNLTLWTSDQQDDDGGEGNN
* hit, by the source's call; & = joins results of further samples. A portion of the library; rates above refer to the full screens.

#	Compound	14-3-3 PPI
1	Cc1ccc(S(=O)(=O)C2(C(=O)Nc3ccc(N4C(=O)c5ccc(Cl)cc5C4=O)c(C)c3)CC2)cc1	-1
2	C=CCc1cccc2cc(C(=O)Nc3ccccc3)c(=O)oc12	-13
3	O=C1CC(C(=O)O)N=C(Nc2nc3ccccc3s2)N1 (stereo not given)	-3
4	Cc1cccc(CCNC(=O)CN(C)S(=O)(=O)c2ccc3c(c2)c(=O)n(C)c(=O)n3C)c1	1
5	Cc1ccsc1C1NC(C(=O)O)CS1 (stereo not given)	-7
6	CCC(Sc1ncccn1)C(=O)Nc1cc(C)on1 (stereo not given)	0
7	COCCOC(=O)C1=C(C)NC2=C(C(=O)CC(C)(C)C2)C1c1ccc(Br)cc1 (stereo not given)	-21
8	CCn1c(SCc2ccc(C(=O)OC)o2)nnc1-c1c[nH]c2ccccc12	-2
9	O=C(Nc1ccc2c(c1)OCO2)c1cc2nc(-c3ccco3)cc(C(F)(F)Cl)n2n1	-12
10	Nc1c(C(=O)N2CCOCC2)sc2nc3c(cc12)CCCC3	5
11	COc1ccc(CCNc2cc(N3CCN(C(=O)c4ccc(C)cc4)CC3)ccc2[N+](=O)[O-])cc1OC	-3
12	O=C(Cn1ncc2c(=O)oc3ccccc3c21)Nc1nc2ccccc2s1	4&-2
13	Cc1ccc(CS(=O)(=O)CCC(=O)NCCN(C)C)cc1	3
14	CCn1c2ccccc2c2nnc(SCC(=O)Nc3ncccn3)nc21	-12
15	CCOC(=O)C1=C[C@]2(CC)CCCN3CCc4c(n1c1ccccc41)[C@@H]32	-11&3
16	CCCCN(CC)C(=O)c1nn(-c2ccc(C)cc2)c(=O)c2c1c1ccccc1n2C	-5
17	c1ccc(-n2ncc3c(N4CCCCC4)ncnc32)cc1	-2
18	COc1ccccc1NS(=O)(=O)c1cc(C(=O)Nc2ccc(C)cc2)ccc1C	0
19	COc1ccccc1NC1C=CS(=O)(=O)C1 (stereo not given)	-7
20	Nc1nc(-c2cc3c(ccc4ccccc43)oc2=O)cs1	-40
21	Cc1ccccc1NC(=O)Cn1c(C)nc2ccc(NC(=O)C3CC3)cc2c1=O	0
22	CCCSc1nnc2c(n1)OC(c1ccco1)Nc1ccc(Br)cc1-2 (stereo not given)	-7
23	CC(C)N(C(=O)Cn1cnc2c(cnn2-c2ccccc2Cl)c1=O)C(C)C	-7
24	COc1ccccc1Cn1c(SCc2ccccc2F)nc2ccccc2c1=O	-10
25	Cc1cc(OCC(=O)Nc2ccc(O)c(-c3nc4ccccc4o3)c2)ccc1Cl	-11
26	COc1ccc(NC(=O)c2ccccc2NC(=O)c2cccc(S(=O)(=O)N3CCOCC3)c2)cc1	-4
27	COc1cc(NC(=O)c2ccccc2)cc(OC)c1	2
28	O=C(CCC(=O)N1CCc2ccccc2C1)N1CCN(S(=O)(=O)c2ccccc2)CC1	6
29	CC1=C(C(=O)N2CCOCC2)C(c2cccc([N+](=O)[O-])c2)C2=C(CC(C)(C)CC2=O)N1 (stereo not given)	8
30	COc1ccc(OC)c(C2CC(=O)NC(SC)=C2C#N)c1 (stereo not given)	0
31	COC(=O)c1ccc(/C(O)=C(\C#N)c2nc3ccccc3s2)cc1	-13
32	COc1ccc(-c2nnc(-c3cccs3)o2)cc1OC	-7
33	O=C(c1ccccc1[N+](=O)[O-])N1CC(=O)N(CCc2ccccc2)C(=O)C1	-12
34	CCOC(=O)c1c(C)n(C)c2ccc(OC(C)C(=O)OC)cc12 (stereo not given)	-9&-11
35	Cc1cccc(N(C)C(=O)CCS(=O)(=O)c2cc(Br)cc3c2N(C(=O)C2CC2)CC3)c1	-8
36	Cc1c(C2(c3c(C)n(C)n(-c4ccccc4)c3=O)C(=O)Nc3ccc(F)cc32)c(=O)n(-c2ccccc2)n1C	-24
37	Cc1c(NC(=O)c2ncn[nH]2)cccc1-c1nc2ccccc2s1	-47
38	Cc1ccc(N2C(=O)C3C4c5ccccc5C(C(=O)O)(c5ccccc54)C3C2=O)cc1Cl (stereo not given)	-10
39	COc1ccccc1N1CCN(c2cc(N3CCCC3)nc(C)n2)CC1	-8
40	CCc1nnc2sc(-c3ccc(NC(=O)c4ccco4)cc3)nn12	-12
41	CCc1ccc(NC(=O)C2CCN(S(=O)(=O)c3ccc(Br)s3)CC2)cc1	-16
42	CC(C)OC(=O)c1c(N)sc2c1CCCC2	-3
43	CC(C)c1nnc(NC(=O)CCN2C(=O)c3ccccc3C2=O)s1	-3
44	Cc1cc(Cl)ccc1OCC(=O)NCCc1nc2ccccc2[nH]1	-17
45	Cc1ccc2occ(CN3CCN(c4ccccc4)CC3)c(=O)c2c1	8
46	Cc1ccc(S(=O)(=O)NCC(=O)O)cc1	-12
47	COc1ccc(CN2CCN(S(=O)(=O)c3cc([N+](=O)[O-])ccc3C)CC2)c(OC)c1OC	-5
48	COCCOC(=O)C1=C(C)N(C)C(=O)NC1c1ccccc1[N+](=O)[O-] (stereo not given)	-2
49	CN(C)c1ccc(-n2cc3c(=O)n(C)c(=O)n(C)c3c2)cc1	1
50	CCCC(O)c1ccco1 (stereo not given)	-5
51	CCOc1ccc(CN(Cc2ccco2)C(c2cccs2)c2nnnn2C(C)(C)C)cc1 (stereo not given)	-6
52	O=C1C=CC(=O)N1c1ccc(O)cc1	-58
53	COc1ccccc1C(=O)Nc1ccc(Cl)c(-c2nc3cc(C)ccc3o2)c1	-62
54	CC(=O)Nc1cc(C(=O)N2CCN(c3ccc(F)cc3)CC2)ccc1Sc1ccc(C)cc1	1
55	CCSC1=C(C#N)C(c2cccc(Br)c2)CC(=O)N1 (stereo not given)	2
56	Nc1ccccc1C(=O)NCCNC(=O)c1ccccc1N	13
57	CCOc1ccc(OCC)c(NC(=O)CN2CCN(C(=O)c3ccco3)CC2)c1	-25
58	Cc1ccnc(NC(=O)C2CCN(S(=O)(=O)c3cccc4nonc34)CC2)c1	2&-9
59	CCOCCOC(=O)C1=C(C)NC2=C(C(=O)CC(C)(C)C2)C1c1cccc(Br)c1 (stereo not given)	-15
60	CCCCN(C)c1ncnc2c1c(-c1ccccc1)cn2-c1cccc(C)c1	-9

The listing continues:
#	Compound	14-3-3 PPI
61	Cc1nccn1CC(O)COc1ccc(Br)cc1 (stereo not given)	1
62	COc1ccccc1-n1c(SCC(=O)NCc2ccco2)nc2c(c1=O)SCC2	-10
63	COc1ccc(OC)c2[nH]c(=O)c(CCNC(=O)C(C)(C)C)cc12	0
64	CCOC(=O)c1c(C)c(C(=O)Nc2cc(F)ccc2F)c(C)n1C	-4
65	CCOc1ccc(N(C(C)C(=O)Nc2cccc3ccccc23)S(C)(=O)=O)cc1 (stereo not given)	-23
66	CCc1c(C(C)O)oc2ccc3c(C)cc(=O)oc3c12 (stereo not given)	3
67	CCOc1ccc(-n2c(C)nc3cc(C(=O)NCc4ccc(C)cc4)ccc32)cc1	-11
68	CC(=O)NC1=NN(C(C)=O)C(C)(c2ccc(-c3ccccc3)cc2)S1 (stereo not given)	-5
69	O=C(Nc1sc2c(c1C(=O)Nc1ccccn1)CCCCC2)c1ccccc1	-48
70	CCN(C(=O)c1ccc(N2CC3CC(C2)c2cccc(=O)n2C3)c(NC(=O)c2cc(OC)ccc2Br)c1)c1cccc(C)c1 (stereo not given)	-26
71	CCOc1cc(C(=O)NCc2nnc(SCC(=O)OC)n2C)cc(OCC)c1OCC	4
72	Cc1nn2c(Br)c(C)[n-][n+]2c1Br	-4
73	CCn1c(SCC(N)=O)nnc1-c1ccc(S(=O)(=O)N2CCN(C)CC2)cc1	-1
74	Cc1ccc(NC(=O)C2C3C=CC4(CNC(=O)C(c5ccc(C)cc5)N(CCC5=CCCCC5)C(=O)C24)O3)cc1 (stereo not given)	-7
75	O=C(CSC1=NCCS1)Nc1nc2c(s1)CCCC2	-42&-160
76	CCCCCCNS(=O)(=O)c1ccc(Cl)s1	-7
77	CCc1cc2c(=O)c(-c3ccccc3)coc2cc1O	-7
78	CCn1c(C)nc2cc(C(=O)OC(C(F)(F)C(F)F)C(F)(F)C(F)F)ccc21	0
79	O=C(Nc1ccc2oc(-c3ccc(-c4ccccc4)cc3)nc2c1)c1ccco1	-91
80	CCOc1ccc(OCC)c(Nc2cc(C)nc3nc(C)nn23)c1	-3

From compound 78 to 80, copied from above:
#	Compound	14-3-3 PPI
78	CCn1c(C)nc2cc(C(=O)OC(C(F)(F)C(F)F)C(F)(F)C(F)F)ccc21	0
79	O=C(Nc1ccc2oc(-c3ccc(-c4ccccc4)cc3)nc2c1)c1ccco1	-91
80	CCOc1ccc(OCC)c(Nc2cc(C)nc3nc(C)nn23)c1	-3

Back to the main list, starting 2 compounds before the break.
#	Compound	14-3-3 PPI
79	O=C(Nc1ccc2oc(-c3ccc(-c4ccccc4)cc3)nc2c1)c1ccco1	-91
80	CCOc1ccc(OCC)c(Nc2cc(C)nc3nc(C)nn23)c1	-3
81	O=C(NCc1ccco1)c1ccc2c(=O)n(C3CCCCC3)c(SCc3ccc(Cl)cc3)nc2c1	-4
82	CCCCNC(=O)NS(=O)(=O)c1c(C)cc(C)nc1Cl	3
83	Cc1ccc(NC(=O)c2cc(S(=O)(=O)NC3CCCCC3C)ccc2F)cc1Cl (stereo not given)	4
84	O=C1C2C(C(=O)N1c1ccncc1)C1C=CC2C12CC2 (stereo not given)	-3
85	C=CCNC(=S)Oc1cccc(C(=O)Nc2cccc3ccccc23)c1	4
86	O=C(NCC1CCCO1)c1ccc(Cn2c(SCc3cccc([N+](=O)[O-])c3)nc3ccccc3c2=O)cc1 (stereo not given)	-4
87	Cc1ccc(Oc2ccc([N+](=O)[O-])cc2)cc1[N+](=O)[O-]	-5
88	O=C(Nc1nc(-c2ccc([N+](=O)[O-])cc2)cs1)c1ccc(N2C(=O)CCC2=O)cc1	-4
89	COC(=O)CN(c1ccccn1)S(=O)(=O)c1ccccc1	-1
90	CCCC(=O)Nc1ccc2nn(-c3ccc(CC)cc3)nc2c1	-14
91	COC(=O)n1ccc(C(=O)Nc2ccccc2F)n1	-5
92	COCCNC(=O)C(=O)NC(C)c1ccc(OC)cc1 (stereo not given)	-3
93	Cc1ccc(CNc2oc(-c3cccs3)nc2C#N)cc1	-2
94	COc1cccc(N2CCN(CC(=O)c3c[nH]c4ccc(OC)cc34)CC2C)c1 (stereo not given)	-8
95	COCC(=O)Nc1sc2c(c1C(=O)OC)CCC(C)C2 (stereo not given)	0
96	Cc1ccccc1NC(=O)c1ccc(S(=O)(=O)Nc2cccc([N+](=O)[O-])c2)c(C)c1	-43
97	CCCC1=NN(c2ccc([N+](=O)[O-])cc2)C(=O)C1C=NCCc1ccc(S(N)(=O)=O)cc1 (stereo not given)	-9
98	Cc1cc(C)cc(NC(=O)CSc2nc3[nH]ncc3c(=O)n2-c2ccccc2)c1	-5
99	CCC(=O)N1CCc2cc(Br)cc(S(=O)(=O)N3CCC(C(=O)N4CCOCC4)CC3)c21	-6
100	COc1ccc2oc(C(=O)C3CC3)c(NC(=O)CCCN3C(=O)c4ccccc4C3=O)c2c1	-2

Some of the entries above in a different format:
86	O=C(NCC1CCCO1)c1ccc(Cn2c(SCc3cccc([N+](=O)[O-])c3)nc3ccccc3c2=O)cc1 (stereo not given)
- 14-3-3 PPI = -4
90	CCCC(=O)Nc1ccc2nn(-c3ccc(CC)cc3)nc2c1
- 14-3-3 PPI = -14
88	O=C(Nc1nc(-c2ccc([N+](=O)[O-])cc2)cs1)c1ccc(N2C(=O)CCC2=O)cc1
- 14-3-3 PPI = -4
94	COc1cccc(N2CCN(CC(=O)c3c[nH]c4ccc(OC)cc34)CC2C)c1 (stereo not given)
- 14-3-3 PPI = -8

Later entries:
#	Compound	14-3-3 PPI
101	C=CCNC(=O)c1oc2ccc(S(=O)(=O)N(CC)CC)cc2c1C	-5&-10
102	CCN(CC)S(=O)(=O)c1ccc(C(=O)Nc2nc3c(s2)CCc2ccccc2-3)cc1	-3
103	O=C(CC1Sc2ccccc2NC1=O)NC1CCCC1 (stereo not given)	4
104	O=C1CCCc2[nH]nc(-c3cccnc3)c21	-1
105	CSc1cccc(NC(=O)CSc2nc3ccccc3[nH]2)c1	2
106	CCCCC(=O)N1c2ccccc2NC2=C(C(=O)CC(C)(C)C2)C1c1cccs1 (stereo not given)	-2
107	CCSc1oc(-c2ccco2)nc1S(=O)(=O)c1ccc(C)cc1	-36
108	Cc1cccn2c(=O)c(C=NCc3ccccc3)c(NCc3ccco3)nc12	-3
109	O=C(Cn1c(=O)oc2ccccc21)Nc1ccc(C(=O)N2CCc3ccccc32)cc1	-2
110	CCOc1ccc(CC#N)cc1OCC	-3
111	CCOc1ccc(C2CC(c3ccc(Cl)cc3)Nc3ncnn32)cc1OC (stereo not given)	-13
112	C=Cn1c(-c2cccc(Br)c2)n[nH]c1=S	0
113	Cc1ccc(C(=O)Nc2ncc(Cc3ccccc3)s2)o1	-9
114	CCOC(=O)c1ccc(N=C2SC(C(=O)Nc3ccccc3OC)CC(=O)N2C)cc1 (stereo not given)	-5
115	CN(C)c1nc2ncn(Cc3ccccc3)c2c(=O)[nH]1	-6
116	COc1ccc(C2CC(=O)C3=C(C2)Nc2ccccc2N(C(=O)CCC(=O)O)C3c2ccc(F)cc2)cc1 (stereo not given)	-8
117	Cc1noc(C)c1CSc1ncnc2sc3c(c12)CCC3	-3
118	Cc1cc([N+](=O)[O-])ccc1NC(=O)c1ccc(Br)o1	-13
119	COC(=O)c1[nH]c(C)c(/C(O)=C2\C(=O)C(=O)N(CCN(C)C)C2c2ccco2)c1C (stereo not given)	-8
120	CCOC(=O)/C(C#N)=C1/SC(CC)C(=O)N1c1ccc(C)cc1 (stereo not given)	-16
121	OC(c1cccnc1)c1cccs1 (stereo not given)	0&-5
122	NC(=O)c1ccc[n+](CC(=O)N2CCOCC2)c1	6
123	COc1ccccc1Cc1nc2ccccc2nc1SCC(=O)Nc1ccc(C)cc1C	-53
124	CC(=O)N1CCN(c2ccc(NCc3ccc4c(c3)OCO4)cc2)CC1	-4

Bioassay records deposited in PubChem BioAssay by Emory University Molecular Libraries Screening Center.
